Screening results: PubChem, National Center for Advancing Translational Sciences (NCATS)
D3 ag: qHTS of D3 Dopamine Receptor Agonist: qHTS | AID 652048, 2013 | max activation, % | 410,000 tested, 0.58% active | D3R DiscoveRx beta-arrestin cells, luminescence, 90 min; in the data active = max activation above about 30%; also: 0% is about no effect; mostly tested at two doses, the higher about 12 µM
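Cells at 1500/well, incubated overnight, then treated with pinned compounds (dopamine as control) for 90 min at 37 degrees C. DiscoveRx reagent added for 30 - 60 minutes at room temperature; luminescence read.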
TDP-43 yeast inh: qHTS of TDP-43 Inhibitors | TDP-43 expressing yeast growth rescue, BacTiter-Glo, 24 h | AID 652104, 2013 | Potency, µM (doses to about 46.1 µM), without a hit: top-dose growth rescue (activation), usual class: activators | 410,000 tested, 1.8% active; also: potency is read from the fitted curve at half-maximal effect; % of control where 0% means no effect; nearly all actives have a fitted effect of over 50% in size
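Readout is BacTiter-Glo luminescence of cell growth, so inhibitors register as activators. TDP-43-expressing yeast at OD600=0.02 in galactose medium, after raffinose pregrowth to mid-log, were incubated with compound for 24 hr at 30 deg C.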
aSyn rescue: qHTS of alpha-syn Inhibitors | 370,000 tested, 0.14% active | Potency, µM (highest dose often 46.1 µM), inactives show at the highest dose growth rescue (activation), most hits filed as activators | Yeast expressing alpha-synuclein, growth rescue, BacTiter-Glo, 24 h; also: potency is read from the fitted curve at half-maximal effect; % of control where 0% means no effect; nearly all actives have a fitted effect of over 65% in size
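Screening used galactose-induced yeast with toxic alpha-synuclein levels, exposed to compound for 24 hr at 30 deg C. Cell growth, read with BacTiter-Glo luminescence, gave the measured signal.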
Abeta yeast res: qHTS for compounds that reverse cellular toxicity of Amyloid beta (A-beta) peptide in yeast: Primary Screen; 410,000 tested, 0.063% active; Potency, µM (doses to about 46.1 µM), for inactives: at the top dose growth rescue, most hits filed as activators; yeast expressing A-beta42, growth rescue, OD600, 48 h; response scale: 0% DMSO, 100% iron-clioquinol control; also: potency is read from the fitted curve at half-maximal effect; nearly all actives have a fitted effect of over 55% in size
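Yeast A-beta toxicity model in growth medium with pinned compounds, 48 h at 30 C; growth read as absorbance at 600 nm. Normalized to FeCl3/clioquinol equimolar mix (positive) and DMSO (negative).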
D3 antag: qHTS of D3 Dopamine Receptor Antagonist: qHTS. D3R cells, DiscoveRx beta-arrestin luminescence, antagonist mode; active compounds read low. max response, negative = inhibition, %. 360,000 tested, 2.5% active; in the data active = max response below about -50%; inconclusive = no clear call, values can overlap the other calls; also: % is scaled to controls: 0 for no effect and ±100 for the full control effect; mostly tested at two doses, the higher about 12 µM
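Cells plated overnight at 1500 cells/well, then exposed to library compounds with dopamine controls for 90 minutes at 37 degrees C. DiscoveRx reagent added for 30–60 minutes at room temperature; luminescence read, quantitative HTS format.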
EPAC2 antagonist: qHTS for Antagonist of cAMP-regulated guanine nucleotide exchange factor 2 (EPAC2): primary screen. Rap guanine nucleotide exchange factor 4 (Homo sapiens), Q8WZA2. EPAC2 GEF exchange of Rap1B-BODIPY-GDP, fluorescence. 360,000 tested, 0.18% active. Potency, µM (series often up to 114 µM), without a hit: top-dose activity, negative = inhibition, most hits filed as inhibitors; also: potency is read from the fitted curve at half-maximal effect; % is scaled to controls: 0 for no effect and ±100 for the full control effect; nearly all actives have a fitted effect of over 45% in size; many of its hits are not listed in these tables
Target sequence (Q8WZA2 whole entry, looked up): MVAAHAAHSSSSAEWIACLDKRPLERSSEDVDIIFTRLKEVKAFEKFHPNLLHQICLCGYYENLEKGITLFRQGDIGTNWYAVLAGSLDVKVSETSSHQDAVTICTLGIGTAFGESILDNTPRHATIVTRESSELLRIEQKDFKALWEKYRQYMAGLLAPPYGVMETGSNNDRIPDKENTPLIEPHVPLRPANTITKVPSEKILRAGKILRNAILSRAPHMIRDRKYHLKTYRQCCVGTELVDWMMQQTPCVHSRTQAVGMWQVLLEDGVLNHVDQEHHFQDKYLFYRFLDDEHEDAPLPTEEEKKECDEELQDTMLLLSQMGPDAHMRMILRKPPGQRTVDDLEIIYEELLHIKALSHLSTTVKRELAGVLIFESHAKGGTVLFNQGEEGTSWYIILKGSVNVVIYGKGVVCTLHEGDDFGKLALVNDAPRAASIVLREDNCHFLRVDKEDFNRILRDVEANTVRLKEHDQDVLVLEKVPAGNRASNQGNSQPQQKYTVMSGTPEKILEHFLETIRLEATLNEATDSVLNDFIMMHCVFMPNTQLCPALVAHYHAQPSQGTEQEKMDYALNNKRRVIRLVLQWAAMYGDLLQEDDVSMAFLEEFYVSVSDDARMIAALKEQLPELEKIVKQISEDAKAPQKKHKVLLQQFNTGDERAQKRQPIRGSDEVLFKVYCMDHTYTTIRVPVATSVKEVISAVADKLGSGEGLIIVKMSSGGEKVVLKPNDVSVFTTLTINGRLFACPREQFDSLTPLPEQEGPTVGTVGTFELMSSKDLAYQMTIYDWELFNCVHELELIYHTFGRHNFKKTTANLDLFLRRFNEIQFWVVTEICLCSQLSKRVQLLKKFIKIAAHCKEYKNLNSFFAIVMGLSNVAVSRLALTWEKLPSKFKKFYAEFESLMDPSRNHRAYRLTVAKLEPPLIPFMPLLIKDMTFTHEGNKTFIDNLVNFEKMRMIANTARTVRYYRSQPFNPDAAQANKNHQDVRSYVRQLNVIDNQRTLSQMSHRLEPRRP
FUS yeast rescue: qHTS for Suppressors of FUS Proteinopathy: Primary screen using FUS-linked yeast assay. S. cerevisiae FUS-expressing, growth rescue, OD600, 24 h. Potency, µM (highest dose often 76.6 µM), inactives show top-dose growth rescue (activation), most hits filed as activators. 390,000 tested, 0.24% active;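 also: potency is read from the fitted curve at half-maximal effect; plate controls were DMSO vehicle for no effect and reference control for full effect; nearly all actives have a fitted effect of over 55% in size; some results filed as inactive show a strong effect at the top dose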
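Yeast expressing FUS under galactose induction, OD 0.005 in 2% galactose medium; compounds in a dilution series, 24 h at 30C. Growth rescue by absorbance at 600 nm; CP55940 positive control, DMSO negative.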
EPAC2 ag: qHTS for Agonist of cAMP-regulated guanine nucleotide exchange factor 4 (EPAC2): primary screen. Rap guanine nucleotide exchange factor 4 (Homo sapiens), Q8WZA2. EPAC2 activation, biochemical qHTS; response scale: 100% = 6.5 mM cAMP response. Potency, µM (highest dose often 154 µM), inactives show at the top dose activation, actives largely listed as activators. 360,000 tested, 0.079% active. AID 720711, 2013; also: potency is read from the fitted curve at half-maximal effect; nearly all actives have a fitted effect of over 50% in size
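Nucleotide exchange monitored as fluorescence drop when BODIPY-GDP leaves Rap1B. Reaction: 100 nM EPAC2, 250 nM RAP1B-BODIPY-GDP, 50 uM GDP, room temperature, kinetic read over 30 min. Activity expressed relative to 6.5 mM cAMP.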
Starred values were filed as active, the others as inactive; ? = inconclusive; nt = not tested or not shown; & = joins results of further samples; [ ] = dose if it differs, or a comment. Unless noted, calls follow the shape of the dose curve; as a rule, active = well fitted curve in the direction sought with a large enough effect; inconclusive = small, poorly fitted or top-dose-only effect, or another doubt; inactive = no such curve, though single readings can be large; an effect the other way counts as inactive or inconclusive. Only part of the results is shown, so the mix of outcomes need not match the whole.

Each structure is followed by: D3 ag	TDP-43 yeast inh	aSyn rescue	Abeta yeast res	D3 antag	EPAC2 antagonist	FUS yeast rescue	EPAC2 ag
CCc1nc(SCC(=O)NCCc2ccccc2)c2c(=O)n(C)c(=O)n(C)c2n1
 : 3	1%	0%	-4%	0	6%	-30%	4%
CC(=O)N1CC(C)Sc2ccc(S(=O)(=O)NCCc3ccc(C)cc3)cc21 (stereo not given)
 : 3	8%	16%	13%	-16	-15%	37%	9%
Clc1cnc2nc(SC/C=C/c3ccccc3)[nH]c2c1
 : -11	11%	-3%	-3%	-14	-19%	-19%	-1%
COc1cccc(N2CCN(C(=O)c3cnc4c(C)cccn4c3=O)CC2)c1
 : -15	-17%	nt	-13%	nt	nt	-23%	nt
CN=C1SC(CC(=O)NCCc2ccc(OC)c(OC)c2)C(=O)N1C (stereo not given)
 : -2&0	-16%&13%	0%&3%	-7%&-7%	11&20	6%&-6%	16%&3%	6%&5%
Cc1onc(-c2ccccc2Cl)c1C(=O)NCc1ccccn1
 : 2	-8%	1%	-5%	-58*	2%	10%	8%
COC(=O)C1=C(C)N(CCCC(=O)O)C(=O)NC1c1ccc(Br)cc1 (stereo not given)
 : 0	0%	-2%	-7%	-3	9%	-7%	8%
CN(C)C(=O)c1nc2ccc(Cl)cn2c1CNCc1ccccc1OC(F)(F)F
 : -8	-30%[inhibitor][0.397 µM]	-3%	1%	21	11%	16%	-7%
CCOC(=S)SCC(=O)Nc1nc(-c2ccc(Br)cc2)cs1
 : 13	?	-7%	7%	61	-7%	nt	13%
COc1ccc(C)cc1-n1c(SCC(=O)NCC2CCCO2)nc2c([nH]c3ccccc32)c1=O (stereo not given)
 : -6	6%	-7%	0%	-3	-11%	nt	10%
COc1ccccc1CNCCS(=O)(=O)NCc1ccccc1OC
 : -16	15%	2%	9%	?	7%	25%	2%
O=C(CN1C(=O)c2ccccc2S1(=O)=O)N1CCN(Cc2ccc3c(c2)OCO3)CC1
 : 0	-3%	-1%	-9%	-3	-5%	20%	5%
C=CCn1c(O)c(C(CC)=NCCN2CCOCC2)c(=O)[nH]c1=O
 : 5	-20%	-10%	15%	0	15%	?	5%
O=C(COc1cccnc1[N+](=O)[O-])Nc1ccc(Cl)cc1F
 : 24	-10%	-7%	-7%	0	9%	0%	1%
COc1cc(/C=N/NC(=O)c2cccc([N+](=O)[O-])c2)ccc1OCc1ccc(C)cc1
 : 6	-5%	-5%	22%	7	3%	6%	-2%
COc1cccc(C(=O)CSc2nnc(-c3cc(OC)cc(OC)c3)o2)c1
 : 4	-11%	0%	10%	28	-12%	1%	-6%
COc1cc(C(=O)Oc2ccccc2)ccc1OCc1c(C)noc1C
 : -1	7%	1%	7%	23	3%	-25%	6%
CCCCOC(=O)Sc1nc2ccccc2o1
 : -3	?	-48%[inhibitor]	-51%[inhibitor]	-22	-16%	-4%	6%
Nc1c(S(=O)(=O)c2ccccc2)c2nc3ccccc3nc2n1C1CC1
 : -1	0%	10%	-11%	-1	6%	1%	3%
CCOc1ccccc1NC(=O)C1CCN(S(=O)(=O)c2ccc3c(c2)CCCN3C(C)=O)CC1
 : 10	11%	nt	11%	nt	nt	34%	nt
CCN1C(=O)c2c(C)nc3ccccc3c2C1=O
 : -2	-9%	-2%	-21%	18	2%	21%	2%
Cc1ccc(C(NC(=O)c2cccc(S(=O)(=O)N3CCN(C)CC3)c2)c2ccccc2)cc1 (stereo not given)
 : -9	2%	1%[1.84 µM]	1%	9	-9%	17%	3%
CCOC(=O)c1[nH]c2ccccc2c1NC(=O)c1ccc(S(=O)(=O)N2CCCC2)cc1
 : 7	19%	7%	9%	-9	1%	16%	-10%
CN(C)S(=O)(=O)c1cc(NC(=O)COC(=O)/C=C/c2ccco2)ccc1Cl
 : 0	5%	-4%	13%	0	3%	10%	11%
CCc1nc(SCC(=O)NCc2ccco2)c2c3c(sc2n1)CCCC3
 : 5	-1%	8%	-10%	7	-3%	5%	-11%
CCOC(=O)c1c(NC(=O)CSc2nnc(CNC(=O)c3ccco3)n2C)sc2c1CCC2
 : 2	-9%	-2%	4%	-12	-6%	43%	-5%
N#C/C(=C\C=C\c1ccccc1[N+](=O)[O-])c1nc(-c2ccc3c(c2)OCO3)cs1
 : 3	-15%	-5%	2%	9	5%	-4%	18%
COC1=CC(=O)CC(C)C12Oc1cc(OC)cc(OC)c1C2=O (stereo not given)
 : 0	-5%	4%	3%	12	1%	-18%	5%
CC(C)C[C@H]1CN(CCCC[C@@H]2CNC(=O)C(=O)N2CCc2ccccc2)C(=O)C(=O)N1CCc1ccccc1
 : 9	16%	-1%	-6%	19	2%	28%	-5%
O=c1oc2ccccc2n1Cc1cccc(F)c1
 : -1	13%	-3%	-9%	-9	-24%	-20%	11%
Cc1cccc(NC(=S)NCCc2ccccc2)n1
 : -6	13%	16%	?	?	11%	2%	2%
c1ccc2c3nnc4n(c-3nc2c1)CCCS4
 : -7	-14%	-7%	3%	6	-2%	2%	10%
CC(C(=O)Nc1ccc(C(F)(F)F)cc1)N(C)CC(=O)N1CCN(Cc2ccccc2)CC1 (stereo not given)
 : -11	-13%	2%	1%	-2	-12%	nt	2%
CN(C(=O)c1ccco1)c1nc2c(s1)CCCC2
 : -3	0%	-9%	-43%[inhibitor]	7	-2%	-12%	6%
CCCn1c(SCC(=O)Nc2cccc(S(=O)(=O)N3CCCC3)c2)n[nH]c1=O
 : -5	4%	-3%	nt	-14	0%	-5%	8%
CCCCC(=O)Nc1ccc(C(=O)NNC(=S)NC(=O)c2ccccc2[N+](=O)[O-])cc1
 : 14	-6%	7%	-1%	1	10%	?	-6%
CC(NC(=O)Cn1cnnn1)c1cccc(C(F)(F)F)c1 (stereo not given)
 : -3	-8%	-3%	10%	1	0%	9%	11%
CC1CCc2c(sc3ncn(CC(=O)N4CCCCC4)c(=O)c23)C1 (stereo not given)
 : 6	-23%	-2%	-1%	-11	0%	-25%	4%
O=C(CN1CCC(n2nnc3cc(F)ccc32)CC1)NC1CCCCC1
 : -4	16%	-3%	1%	-86*	8%	25%	-3%
CC(=O)N1c2ccc(S(=O)(=O)NCC3CCC(C(=O)Nc4cccc(C)n4)CC3)cc2CC1C (stereo not given)
 : 9	4%	0%	1%	15	-9%	-7%	9%
CCOC(=O)c1c(Nc2ccccc2OCCOC)n[nH]c1C
 : 3	1%	2%	9%	-23	-12%	-15%	3%
Cc1cc([N+](=O)[O-])nn1CCC(=O)Nc1nccs1
 : -3	-5%	-3%	-8%	-12	-12%	-19%	-1%
Cc1ccc(S(=O)(=O)C[C@@H]2OC[C@H](C)N2S(=O)(=O)c2ccc(C)cc2)cc1
 : -12	11%	-1%	-14%	-24	2%	33%	16%
O=C(CCN1C(=O)c2ccccc2C1=O)N1CCN(Cc2ccccc2)CC1
 : -11	-14%	5%	1%	-13	-5%	12%	1%
N=C1/C(=C\c2ccc(Br)o2)C(=O)N=C2SC(CC(=O)N3CCOCC3)=NN12
 : 1	-19%	-10%	1%	-27	-1%	8%	8%
CC(C)(C)n1nnnc1C(c1cccs1)N(Cc1cccnc1)CC1CCCO1 (stereo not given)
 : -1	15%	1%	4%	-5	5%	13%	5%
O=C(NC1CCN(Cc2ccccc2)CC1)C1CCN(S(=O)(=O)c2ccc(Cl)cc2)CC1
 : -26	-16%	-3%	-8%	0	2%	8%	11%
C=CCN1C(=O)C2(OCCCO2)c2cc(C)ccc21
 : 3	21%	0%	3%	0	4%	-4%	3%
Cc1cc(C)cc(NC(=S)N2CCN(S(C)(=O)=O)CC2)c1
 : -11	6%	1%	11%	?	-2%	3%	10%
COc1ccc(C(=O)Nc2ccccc2[N+](=O)[O-])cc1S(=O)(=O)N1CCOCC1
 : 5	13%	3%	1%	22	4%	nt	1%

(next part)
Each structure is followed by: D3 ag	TDP-43 yeast inh	aSyn rescue	Abeta yeast res	D3 antag	EPAC2 antagonist	FUS yeast rescue	EPAC2 ag
C[C@H](NC(=O)c1ccc(Cl)cc1)C(=O)OCn1nnc2ccccc2c1=O
 : 7	?	-6%	5%	2	0%	nt	-1%
CCOC(=O)C1=CNS(=O)(=O)NC1c1ccc(C[C@H](NC(=O)CNC(=O)CCc2ccccc2)C(N)=O)cc1 (stereo not given in full)
 : 7	6%	-3%	-5%	16	2%	-10%	10%
C/C(=N\NC(=O)C(c1ccccc1)c1ccccc1)c1ccc(O)cc1
 : 6	11%	-6%	-6%	-7	-28%	-20%	10%
CCc1nn2c(=O)cc(COC(=O)c3ccccc3)nc2s1
 : 5	11%	nt	-22%	nt	nt	16%	nt
O=C(COc1ncnc2sccc12)Nc1ccc2c(c1)OCCO2
 : 6	-3%	2%	10%	5	9%	5%	-3%
Nc1ccccc1C(=O)N(Cc1ccccc1)Cc1ccccc1
 : 0	12%	8%	?	12	3%	19%	6%
CCOC(=O)c1cc(C(=O)n2cc(Cl)cn2)nn1C
 : -2	14%	5%	-9%	-6	17%	nt	1%
Cc1[nH]c2ccccc2c1/C=N/NC(=O)c1cc(-c2ccccc2)n[nH]1
 : -16	-5%	3%	12%	1	2%	9%	15%
CN(C)c1nnnn1-c1ccc(OC(F)(F)F)cc1
 : -11	0%	-5%	-10%	-10	11%	1%	11%
CCc1cccc(NC(=O)CCn2c(=O)c3cccn3c3cccnc32)c1
 : 5	10%	nt	-5%	nt	nt	-26%	nt
CC(=O)OC(Cn1nc(C)cc1C)c1ccccc1 (stereo not given)
 : 0	0%	-12%	16%	1	3%	5%	-7%
CC1(C(=O)NCCc2ccccc2)Cc2c(-c3ccccc3)ccnc2O1 (stereo not given)
 : -22	-14%	25%	16%	0	7%	0%	13%

Record cards, from the list above:
O=C(COc1ncnc2sccc12)Nc1ccc2c(c1)OCCO2 is listed as D3 ag: 6; TDP-43 yeast inh: -3%; aSyn rescue: 2%; Abeta yeast res: 10%; D3 antag: 5; EPAC2 antagonist: 9%; FUS yeast rescue: 5%; EPAC2 ag: -3%
CN(C)c1nnnn1-c1ccc(OC(F)(F)F)cc1 is listed as D3 ag: -11; TDP-43 yeast inh: 0%; aSyn rescue: -5%; Abeta yeast res: -10%; D3 antag: -10; EPAC2 antagonist: 11%; FUS yeast rescue: 1%; EPAC2 ag: 11%
